# High-throughput results (PubChem)
# KCNQ1 act = potentiators or activators of human KCNQ1 potassium channel; P51787; CHO-K1 KCNQ1, thallium flux FluxOR fluorescence; active compounds read high; B-score at 10 µM; 0.35% of 310,000 active; AID 2648;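 active means fluorescence ratio B-score, a plate-corrected score, at least three library SD, with initial intensity B-score within 5 SD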
#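 Doses: Single concentration per compound, DMSO matched to controls | Test system: KCNQ1-transfected CHO-K1 cells | Timing: 90 min dye loading and 20 min compound exposure, both at room temperature | Measured by: Kinetic FluxOR thallium fluorescence, 10-s 1-Hz baseline, 110-s post-stimulus read | Medium: Assay buffer with matched DMSO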
# DYRK1A inh = inhibitors of rat Dyrk1A kinase. Q63470. ADP-Glo luminescence, NFATc1 peptide. inhibition, % at 12.5 µM. 0.43% of 310,000 active; in the data active means inhibition above about 50%;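 further: plate controls were vehicle with enzyme for no effect and no enzyme for full effect; many of its hits are not listed in these tables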
# HDAC3 inhib = blocks human histone deacetylase 3. AID 2718. 0.15% of 320,000 active. O15379. recombinant HDAC3, fluorogenic peptide/trypsin coupled, fluorescence. inhibition, % at 8.3 µM; in the data active means inhibition above about 26%, passing the limit was not always enough
# KCNK3 block = human KCNK3 channel inhibition, primary screen; O14649; CHO-KCNK3 thallium flux, FluxOR fluorescence; active compounds read low; B-score at 10 µM; 0.84% of 340,000 active;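 active means B-score under library mean minus 4 SD, starting fluorescence ratio at most library mean plus 5 SD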;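 further: more negative B-score means stronger inhibition of thallium flux through KCNK3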
# TMEM16A act = activates or potentiates the mouse TMEM16A chloride channel; 0.3% of 340,000 active; AID 623877; Q8BHY3; HEK293 TMEM16A/YFP-H148Q/I152L, iodide quench fluorescence; active compounds read low; B-score at 10 µM;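 active means fluorescence-ratio B-score plate-corrected deviation score at least 3 library SD below zero, with starting fluorescence score within 5 deviations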;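 further: channel opened by trigger with iodide after compound preincubation; score built on the fluorescence ratio of max minus min over baseline; more negative score means more quench and so TMEM16A activation or potentiation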
# KCNK9 block = human KCNK9 channel inhibition. HEK293 KCNK9, FluxOR thallium flux fluorescence; active compounds read low. AID 488922. B-score at 10 µM. 1.2% of 310,000 active;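 active means ratio B-score over 3 SD below the library mean, with starting fluorescence within 5 SD of its mean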;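 further: negative B-score means less thallium flux so channel inhibition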
# TRPC4 potent = allosterically enhances the mouse TRPC4 cation channel; Q9QUQ5; HEK293 TRPC4beta/mu-opioid, DAMGO EC20, Fluo-4 Ca2+ flux; active compounds read high; B-score at 10 µM; 0.42% of 310,000 active;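 active means B-score of calcium response area above 5 SD of library B-scores, with initial fluorescence ratio within 5 SD of library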;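 further: B-score of integrated fluorescence ratio over time as area under calcium response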
# hERG protect = shields human hERG channel from block by proarrhythmic agents. Q12809. CHO-hERG, FluxOR thallium flux, dofetilide IC70 present. activation (rescue from dofetilide block), less the hit threshold, % at 10 µM. 0.51% of 310,000 active;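 active means activation above the mean of controls blocked by dofetilide plus 5 SD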;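 further: thallium influx through hERG after potassium depolarization seen as dye fluorescence rise; in these data hits start at about 4.7%; inactives centre near -7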
# Target sequence (Q12809 whole entry, looked up): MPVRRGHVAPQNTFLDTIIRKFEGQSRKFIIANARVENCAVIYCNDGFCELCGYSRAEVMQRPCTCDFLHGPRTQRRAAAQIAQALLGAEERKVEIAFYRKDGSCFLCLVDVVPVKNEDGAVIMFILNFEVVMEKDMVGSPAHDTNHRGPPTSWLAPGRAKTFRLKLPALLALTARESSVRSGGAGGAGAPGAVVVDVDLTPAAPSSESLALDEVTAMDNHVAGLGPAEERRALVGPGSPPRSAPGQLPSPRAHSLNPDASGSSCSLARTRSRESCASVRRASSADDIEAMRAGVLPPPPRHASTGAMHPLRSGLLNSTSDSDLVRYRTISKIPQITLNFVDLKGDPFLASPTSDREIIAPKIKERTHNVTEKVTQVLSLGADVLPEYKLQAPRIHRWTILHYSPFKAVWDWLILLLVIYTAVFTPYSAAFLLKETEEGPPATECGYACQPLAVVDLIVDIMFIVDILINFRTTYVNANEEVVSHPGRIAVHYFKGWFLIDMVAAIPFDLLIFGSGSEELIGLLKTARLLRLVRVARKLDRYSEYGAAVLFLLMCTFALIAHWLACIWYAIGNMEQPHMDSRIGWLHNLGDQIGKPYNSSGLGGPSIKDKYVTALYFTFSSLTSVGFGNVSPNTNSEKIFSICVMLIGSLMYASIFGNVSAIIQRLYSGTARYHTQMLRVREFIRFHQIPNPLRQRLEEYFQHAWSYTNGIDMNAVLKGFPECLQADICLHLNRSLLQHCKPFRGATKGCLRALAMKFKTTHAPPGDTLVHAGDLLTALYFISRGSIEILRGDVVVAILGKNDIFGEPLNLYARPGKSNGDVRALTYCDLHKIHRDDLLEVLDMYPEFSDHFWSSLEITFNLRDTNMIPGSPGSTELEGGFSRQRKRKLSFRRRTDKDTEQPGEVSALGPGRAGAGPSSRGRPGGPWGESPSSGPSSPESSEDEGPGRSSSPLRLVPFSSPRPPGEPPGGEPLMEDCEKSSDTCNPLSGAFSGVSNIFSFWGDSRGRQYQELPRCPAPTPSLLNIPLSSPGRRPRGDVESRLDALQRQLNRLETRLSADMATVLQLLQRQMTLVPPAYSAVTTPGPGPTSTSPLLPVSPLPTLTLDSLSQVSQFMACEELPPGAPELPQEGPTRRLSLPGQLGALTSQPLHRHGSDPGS
# KCNQ1 inh = human KCNQ1 channel inhibition; P51787; CHO-K1 KCNQ1, FluxOR thallium flux fluorescence; active compounds read high; B-score at 10 µM; 1.3% of 310,000 active;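 active means compounds whose thallium flux B-score, printed positive for inhibition, exceeds three library SD while starting fluorescence stays within three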;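 further: channel opened by potassium depolarization with thallium stimulus after 20 min compound exposure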
# TMEM16A inh = inhibitors of mouse TMEM16A calcium-activated chloride channel; Q8BHY3; HEK293 TMEM16A/YFP iodide influx fluorescence, ionomycin; normalized B-score (activity score, 25-100; higher = stronger inhibition) at 10 µM; 1.2% of 310,000 active; AID 588511;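 active means ratio plate-corrected score three or more library SD toward inhibition, starting fluorescence score within five deviations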;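 further: score derived from kinetic fluorescence span divided by baseline fluorescence per well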
# TRPC4 agonist = opens the mouse TRPC4 cation channel; Q9QUQ5; HEK293 TRPC4beta/mu-opioid, Fluo4 calcium fluorescence; active compounds read high; B-score at 10 µM; 0.49% of 310,000 active; AID 2237;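 active means B-score above 5 SD of library B-scores, and initial fluorescence ratio not above library mean plus 5 SD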;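 further: positive B-score marks a calcium rise read as TRPC4 activation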
#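 Material: TRPC4beta and mu-opioid receptor HEK293 stable cells | Incubation: 45 min room-temperature Fluo4 loading, 110 s read | Detection: Kinetic Fluo4 calcium fluorescence | Measure: Integrated baseline-normalised fluorescence ratio, converted to per-well B score | Benchmarks: Low control buffer alone, high control maximal DAMGO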
# Starred values were filed as active, the others as inactive; i = inactive; nt = no result given. A portion of the library; rates above refer to the full screens.
# A first look (2 entries):
SMILES,KCNQ1 act,DYRK1A inh,HDAC3 inhib,KCNK3 block,TMEM16A act,KCNK9 block,TRPC4 potent,hERG protect,KCNQ1 inh,TMEM16A inh,TRPC4 agonist
COC(=O)C1=C(N)N(c2ccc(F)cc2)C2=C(C(=O)CCC2)C1c1ccc2c(c1)OCO2 (stereo not drawn),i,4,-4,i,i,i,i,-6,i,i,i
C=CCn1c(SCC(=O)NCC)nnc1-c1cc2c(s1)CCC(CC)C2 (stereo not drawn),i,4,2,i,i,i,i,-14,i,i,i

# Results, previewed entries included:
SMILES,KCNQ1 act,DYRK1A inh,HDAC3 inhib,KCNK3 block,TMEM16A act,KCNK9 block,TRPC4 potent,hERG protect,KCNQ1 inh,TMEM16A inh,TRPC4 agonist
COC(=O)C1=C(N)N(c2ccc(F)cc2)C2=C(C(=O)CCC2)C1c1ccc2c(c1)OCO2 (stereo not drawn),i,4,-4,i,i,i,i,-6,i,i,i
C=CCn1c(SCC(=O)NCC)nnc1-c1cc2c(s1)CCC(CC)C2 (stereo not drawn),i,4,2,i,i,i,i,-14,i,i,i
N/C(=N\OC(=O)COc1ccc2ccccc2c1Br)c1ccccn1,i,1,4,i,i,i,i,-13,i,i,i
Cc1cc(/C=C(\C#N)C(=O)OCC(=O)NC(=O)NC(C)(C)C)c(C)n1CCC(C)C,i,-1,21,-8.7*,i,i,i,-3,i,i,i
NNC(=O)COc1cccc(C(F)(F)F)c1,i,-8,-3,i,i,i,i,-5,i,i,i
O=C(Nc1cccnc1)c1cc(S(=O)(=O)N2CCOCC2)ccc1Br,i,2,2,i,i,i,i,-8,i,i,i
OCCC1CN(Cc2cc3c(cc2Cl)OCO3)CCN1C1CCCCC1 (stereo not drawn),i,0,-1,i,i,i,i,-3,i,i,i
Cc1cccc(Nc2nc(-c3ccccn3)cs2)n1,i,-3,4,i,i,i,i,-9,i,i,i
CC(=O)Nc1cccc(C2=CC(c3ccco3)n3ncnc3N2)c1 (stereo not drawn),i,nt,5,nt,nt,i,i,-15,i,i,i
O=C(CC1S/C(=N/N=C/c2cccs2)NC1=O)Nc1ccc(Cl)cc1 (stereo not drawn),i,-7,nt,i,i,i,i,-9,i,i,i
O=C(CNC(=O)c1ccccn1)N=Nc1c(O)[nH]c2ccccc12,i,1,8,i,i,i,i,-5,i,i,i
CN1CC=C2C(C#N)=C(N)C(C#N)(C#N)C(CCc3ccccc3)C2C1 (stereo not drawn),i,6,-9,i,i,i,i,-16,i,i,i
CC1CN(CC(O)COC(c2ccccc2)c2ccccc2)CC(C)O1 (stereo not drawn),i,1,1,i,i,i,i,-3,i,i,i
CC(=O)Oc1ccc(/C=N/NS(=O)(=O)c2ccccc2)cc1,i,4,2,i,i,i,i,-1,i,i,i
O=S(=O)(c1ccc(Cl)cc1)N1CCN(C(=S)NCC2CCCO2)CC1 (stereo not drawn),i,2,3,i,i,i,i,-3,i,i,i
CN(C)CCn1cnc2c(c1=N)C(c1ccccc1)c1ccc3ccccc3c1O2 (stereo not drawn),i,15,0,i,i,i,i,-17,i,i,i
COCCn1c(SCC(=O)NC(=O)NC(C)(C)C)nc2ccccc21,i,2,0,i,i,i,i,-10,i,i,i
CCn1c(C(C#N)/C(=N\S(=O)(=O)c2cccs2)c2ccccc2)nc2ccccc21 (stereo not drawn),i,1,4,i,i,i,i,-7,i,i,i
Cc1ccc(C)c2sc(NC(=O)c3ccc(N4CCCCC4)c([N+](=O)[O-])c3)nc12,i,2,1,i,i,-7.8*,i,-2,i,i,i
COc1cc([N+](=O)[O-])cc(/C=N/NC(=O)Cn2nc(C)cc2C)c1O,i,12,7,i,i,i,i,-14,i,i,i
Cc1cccc(NC(=O)c2c(O)c3ccccc3n(C)c2=O)c1,i,5,-2,i,i,i,i,-7,i,i,i
Cc1cccc(C(CC(=O)NCc2ccco2)c2ccccc2)c1O (stereo not drawn),i,0,7,-9*,i,i,i,-18,i,i,i
O=C(OCC(=O)N1CCCCCC1)c1ccc(Cl)c(S(=O)(=O)N2CCCC2)c1,i,-25,-8,i,i,i,i,-4,i,i,i
Cc1nnsc1S(=O)(=O)Cc1ccccc1Cl,i,1,-1,i,i,i,i,-9,i,i,i
O=C(CSc1nnc(NC(=O)c2ccc(F)cc2F)s1)NC1CC1,i,-2,-1,i,i,i,i,-4,i,i,i
O=C(O)c1ccc2c(c1)C(c1ccccc1)OC2=O (stereo not drawn),i,2,5,i,i,i,i,-14,i,i,i
CC1(C)CC(=O)C=C(NCc2cccnc2)C1,i,4,3,i,i,i,i,-4,i,i,i
O=C(CSc1cn[nH]n1)Nc1cccc(C(=O)O)c1,i,-3,14,i,i,i,i,-9,i,i,i
O=c1[nH]c(CSc2nnnn2-c2ccccc2)nc2ccccc12,i,0,-2,i,i,i,i,-2,i,i,i
CCCN1CCN(S(=O)(=O)c2ccc3c(c2)NC(=O)C(C)C(=O)N3)CC1 (stereo not drawn),i,7,1,i,i,i,i,-5,i,i,i
Cc1ccc(S(=O)(=O)N2C(=O)CCC2C(=O)Nn2cnnc2)cc1 (stereo not drawn),i,3,5,i,i,i,i,-11,i,i,i
CC(Oc1ccccc1)C(=O)NC1CC(C)(C)NC(C)(C)C1 (stereo not drawn),i,-5,-2,i,i,i,i,-1,i,i,i
CC(C)NC(=O)NC(=O)CSc1nnc(-c2ccccc2F)n1N,i,2,4,i,i,i,i,-2,i,i,i
COc1ccc(N2C(=O)C3C(c4ccc(OC)cc4O)NC(Cc4ccccc4)(C(=O)O)C3C2=O)cc1 (stereo not drawn),i,3,6,i,i,i,i,-7,i,i,i
CC[C@H]1OC(=O)[C@H](C)[C@@H](O[C@H]2C[C@@](C)(OC)[C@@H](O)[C@H](C)O2)[C@H](C)[C@@H](O[C@@H]2O[C@H](C)C[C@H](N(C)C)[C@H]2O)[C@](C)(OC)C[C@@H](C)C(=O)[C@H](C)[C@@H](O)[C@]1(C)O,i,-6,8,i,i,i,i,-6,i,i,i
COc1ccc(COc2cccc(C=O)c2)cc1,i,3,7,i,i,i,i,-12,i,i,i
COc1ccc(NC(=O)C2CCC(CNC(=O)[C@@H]3Cc4ccccc4CN3)CC2)cc1 (stereo partly drawn),i,0,-4,i,i,i,i,-3,i,i,i
CN(CCO)c1cc(NCCCN2CCC(Cc3ccccc3)CC2)c2nonc2c1[N+](=O)[O-],i,6,0,i,i,i,i,-12,i,i,i
O=C(c1ccc(-c2ccc([N+](=O)[O-])cc2)o1)N1CCCC(C(F)(F)F)C1 (stereo not drawn),i,-2,3,i,i,i,i,-11,i,i,i
CCNS(=O)(=O)c1ccc(CCC(=O)NCc2ccncc2)cc1,i,-1,-3,i,i,i,i,-10,i,i,i
CCC(O)c1nc2ccccc2n1CCc1ccccc1 (stereo not drawn),i,2,-1,i,i,i,i,-3,i,i,i
O=c1oc(-c2cccs2)nc2sc3c(c12)CCC3,i,-1,1,i,i,i,i,-1,i,i,i
CS(=O)(=O)N(CC(=O)NCc1ccncc1)C1CCCCC1,i,-2,-1,i,i,i,i,-2,i,i,i
Cc1ccc(S(=O)(=O)Nc2cc(Cl)c(O)cc2C)cc1,i,23,3,i,i,i,i,-15,i,i,i
CC(C)N1C(=S)SC(C)(C)C1n1oc(=O)n(-c2cccc(Cl)c2)c1=O (stereo not drawn),i,14,3,i,i,i,i,-2,i,i,i
Cc1cc(O)c(NC(=O)c2cccc([N+](=O)[O-])c2)cc1C,i,2,-1,i,i,i,i,-12,i,i,i
COCCNC(=O)c1csc(Nc2cccc3ccccc23)n1,i,nt,0,i,i,i,i,-8,i,i,i
NC(=S)Cc1ccccc1Cl,i,-1,0,i,i,i,i,-3,i,i,i

# Reprinted from the part before: 6 compounds; new compounds follow.
SMILES,KCNQ1 act,DYRK1A inh,HDAC3 inhib,KCNK3 block,TMEM16A act,KCNK9 block,TRPC4 potent,hERG protect,KCNQ1 inh,TMEM16A inh,TRPC4 agonist
CS(=O)(=O)N(CC(=O)NCc1ccncc1)C1CCCCC1,i,-2,-1,i,i,i,i,-2,i,i,i
Cc1ccc(S(=O)(=O)Nc2cc(Cl)c(O)cc2C)cc1,i,23,3,i,i,i,i,-15,i,i,i
CC(C)N1C(=S)SC(C)(C)C1n1oc(=O)n(-c2cccc(Cl)c2)c1=O (stereo not drawn),i,14,3,i,i,i,i,-2,i,i,i
Cc1cc(O)c(NC(=O)c2cccc([N+](=O)[O-])c2)cc1C,i,2,-1,i,i,i,i,-12,i,i,i
COCCNC(=O)c1csc(Nc2cccc3ccccc23)n1,i,nt,0,i,i,i,i,-8,i,i,i
NC(=S)Cc1ccccc1Cl,i,-1,0,i,i,i,i,-3,i,i,i
CCC(=O)Oc1ccc2c(c1)OC1(OC(C)=O)OC(C)CC1=C2C (stereo not drawn),i,-1,nt,i,i,i,i,-1,i,i,i
Cc1nc2cc(NC(=O)c3ccc([N+](=O)[O-])s3)ccc2s1,i,-4,-1,i,i,i,i,-7,i,i,i
COc1ccc(C(=O)Nn2c(SCC(=O)N3CCC(C)CC3)nc3ccccc3c2=O)cc1,i,6,-1,i,i,i,i,-10,i,i,i
Cc1cccc(NC(=O)CSCC(=O)N(C)Cc2c(F)cccc2Cl)c1,i,-6,-2,i,i,i,i,-12,i,i,i
COc1ccc(S(=O)(=O)N(CC(=O)NCc2ccco2)c2ccccc2)cc1,i,-1,1,i,i,i,i,-10,i,i,i
O=C(CNC(=O)c1ccccc1)NC1(C(=O)NC2CCCCC2)CCCCC1,i,-4,5,i,i,i,i,-12,i,i,i
COc1ccc(S(=O)(=O)NCc2ccccn2)c(Cl)c1Cl,i,1,-7,i,i,i,i,-6,i,i,i
O=S(=O)(Nc1ccc(S(=O)(=O)N2CCCCCC2)cc1)c1cccs1,i,7,-1,i,i,i,i,-3,i,i,i
CCN(CC)C(=O)c1sc2nc(-c3ccc(OC)cc3)cn2c1C,i,1,4,i,i,i,i,-8,i,i,i
COCCNC(=O)Cn1nc(C)c2ccccc2c1=O,i,-4,-1,i,i,i,i,-7,i,i,i
COc1ccc(CCNC(=O)CC2COc3ccccc3O2)cc1OC (stereo not drawn),i,-7,1,i,i,i,i,-7,i,i,i
Cc1oc2c(C)c3oc(=O)c(CC(=O)N[C@@H](CC(C)C)C(=O)N[C@@H](Cc4ccccc4)C(=O)O)c(C)c3cc2c1C,i,1,-6,i,i,i,i,-5,i,i,i
